GLS inh – qHTS for Inhibitors of Glutaminase (GLS); Glutaminase kidney isoform, mitochondrial (Homo sapiens), O94925; GLS enzymatic activity, qHTS titration; Potency, µM (titrated, usually from 45.5 µM), for inactives: at the top dose activity change, negative = inhibition, actives largely listed as inhibitors; hit rate 0.21% among 410,000; AID 624170, 2012; also: potency is read from the fitted curve at half-maximal effect; % is scaled to controls: 0 for no effect and ±100 for the full control effect
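hKGA; 45 mM KH2PO4 pH 8.2 + 0.02% Tween-20; cpd via pin tool; 1 mM Gln soln; GluOx/HRP/Amplex Red; RT 30 min; fluor. t0 & final.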
BAZ2B inh – qHTS Assay for Inhibitors of BAZ2B; AlphaScreen BAZ2B-H3K14Ac peptide displacement; hit rate 4.4% among 360,000; Bromodomain adjacent to zinc finger domain protein 2B (Homo sapiens), Q9UIF8; Potency, µM (doses to about 114 µM), for the others: at the top dose activity change, negative = inhibition, usual class: inhibitors; also: potency is read from the fitted curve at half-maximal effect; % is scaled to controls: 0 for no effect and ±100 for the full control effect; nearly all actives have a fitted effect of over 60% in size
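Protein-peptide AlphaScreen: BAZ2B 50 nM, b-H3K14Ac 50 nM, 1x PBS pH 7.4 + 0.01% Tween-20. Preincubation 30 min RT; cpd 30 min RT (top 110 uM); beads 20 min RT, light-protected.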
Pin1 inhibitor – qHTS Assay to Find Inhibitors of Pin1; Potency, µM (series often up to 115 µM), inactives show at the top dose activity, negative = inhibition, actives largely listed as inhibitors; Pin1 FP peptide displacement, HiFluor488, 10 min; AID 504891, 2011; hit rate 0.009% among 390,000; Peptidyl-prolyl cis-trans isomerase NIMA-interacting 1 (Homo sapiens), Q13526; active = well fitted inhibition curve with a large enough effect in the polarisation, with a control signal flat, not every such curve was filed as active; inconclusive = small, poorly fitted or top-dose-only effect, or effect the other way, or a change in a side signal; inactive = no such curve, though single readings can be large or run the other way; the % refers to the polarisation; also: potency is read from the fitted curve at half-maximal effect; % is scaled to controls: 0 for no effect and ±100 for the full control effect
Target sequence (Q13526 whole entry, looked up): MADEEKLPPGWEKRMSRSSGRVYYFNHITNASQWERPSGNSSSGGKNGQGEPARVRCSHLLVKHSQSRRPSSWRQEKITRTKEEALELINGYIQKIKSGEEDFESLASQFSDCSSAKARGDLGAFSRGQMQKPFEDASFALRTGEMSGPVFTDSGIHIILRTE
G9a block – qHTS Assay for Inhibitors of Histone Lysine Methyltransferase G9a. hit rate 8.8% among 350,000. Histone-lysine N-methyltransferase EHMT2 (Homo sapiens), Q96KQ7. Potency, µM (doses to about 102 µM), without a hit: at the top dose activity, negative = inhibition, most hits filed as inhibitors. G9a H3K9 monomethylation, AlphaScreen, 2 h. AID 504332, 2011; also: potency is read from the fitted curve at half-maximal effect; % is scaled to controls: 0 for no effect and ±100 for the full control effect; nearly all actives have a fitted effect of over 75% in size
Target sequence (Q96KQ7 913-1193 limits assumed): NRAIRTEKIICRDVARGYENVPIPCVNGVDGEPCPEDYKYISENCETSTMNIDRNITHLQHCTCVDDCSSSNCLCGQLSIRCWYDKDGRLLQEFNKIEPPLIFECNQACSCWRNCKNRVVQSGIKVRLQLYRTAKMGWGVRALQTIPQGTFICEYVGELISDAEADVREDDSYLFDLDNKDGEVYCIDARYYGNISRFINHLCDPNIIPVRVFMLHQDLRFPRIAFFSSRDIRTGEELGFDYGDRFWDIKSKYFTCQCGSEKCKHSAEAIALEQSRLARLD
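Chemiluminescent proximity detection of H3K9 monomethylation, read after 10 min bead incubation in the dark. Reaction: 20 nM G9a, 500 nM biotin-H3K9 peptide, 20 uM SAM cofactor, 2 h, room temperature, following 15 min enzyme-compound preincubation.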
PGK inhibitor – qHTS Assay to Find Inhibitors of Phosphoglycerate Kinase. PGK/GAPDH coupled, Kinase-Glo luminescence, 60 min. hit rate 0.043% among 380,000. Phosphoglycerate kinase, glycosomal (Trypanosoma brucei brucei), P07378. Potency, µM (doses to about 57.5 µM), inactives show at the highest dose activity change, negative = inhibition, hits mostly inhibitors; also: potency is read from the fitted curve at half-maximal effect; % is scaled to controls: 0 for no effect and ±100 for the full control effect; nearly all actives have a fitted effect of over 60% in size
Target sequence (P07378 whole entry, looked up): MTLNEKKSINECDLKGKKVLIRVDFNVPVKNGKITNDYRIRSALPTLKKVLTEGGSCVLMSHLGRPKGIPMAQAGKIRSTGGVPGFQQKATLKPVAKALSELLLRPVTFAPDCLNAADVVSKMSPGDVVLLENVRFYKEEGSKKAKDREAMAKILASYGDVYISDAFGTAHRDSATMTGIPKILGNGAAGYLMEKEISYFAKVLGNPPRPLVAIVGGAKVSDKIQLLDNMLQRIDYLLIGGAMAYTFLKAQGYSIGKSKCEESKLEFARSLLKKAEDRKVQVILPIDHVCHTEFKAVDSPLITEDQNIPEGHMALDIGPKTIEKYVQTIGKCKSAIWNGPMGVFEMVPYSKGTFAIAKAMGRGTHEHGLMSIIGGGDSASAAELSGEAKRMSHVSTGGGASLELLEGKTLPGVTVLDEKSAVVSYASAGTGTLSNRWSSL
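Luminescent ATP detection (Kinase-Glo Plus) follows a 60-minute room-temperature incubation, with wells lacking PGK as controls. Buffer: 100 mM TEA (pH 7.6), 5 mM MgCl2, 0.01% Tween-20. Coupling enzyme GAPDH (100 nM final) supplies unstable 1,3-BPG in-well.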
POLH inh – qHTS for Inhibitors of Polymerase Eta. recombinant Pol eta, fluorescent DNA replication assay. AID 588591, 2011. DNA polymerase eta (Homo sapiens), Q9Y253. Potency, µM (highest dose often 114 µM), for inactives: top-dose activity change, negative = inhibition, hits mostly inhibitors. hit rate 1.2% among 390,000; also: potency is read from the fitted curve at half-maximal effect; % is scaled to controls: 0 for no effect and ±100 for the full control effect
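Pol eta at 10 nM preincubated with compounds 15 min at room temperature; reaction started with fluorescent substrate (50 nM final) and read kinetically at 0 and 10 min.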
JMJD2A Tudor – qHTS Assay for Inhibitors of JMJD2A-Tudor Domain; Lysine-specific demethylase 4A (Homo sapiens), O75164; AlphaScreen JMJD2A-Tudor / H3K4me3 peptide binding; Potency, µM (highest dose often 114 µM), for the others: at the top dose activity change, negative = inhibition, most hits filed as inhibitors; hit rate 4.4% among 390,000; AID 504339, 2011; also: potency is read from the fitted curve at half-maximal effect; % is scaled to controls: 0 for no effect and ±100 for the full control effect; nearly all actives have a fitted effect of over 50% in size
PI4K2A inh – qHTS for small molecular inhibitors of PI4K2A; purified PI4K2A, ADP-Glo luminescence, 1 h; hits give low values; activity change, negative = inhibition, % at 76.9 µM; hit rate 0.13% among 420,000; AID 1346378, 2018; in the data active = activity change below about -50%; inconclusive = mostly about -30% to -49%;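 also: -100% = wells without enzyme as full effect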
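ADP-Glo luminescence measured ADP generated by PI4K2A enzyme (4 ug/mL before mixing) with 1.2 mM PI substrate (pre-mix) and 300 microM ATP (pre-mix). Tris pH7.5 buffer with MgCl2, Triton X-100; 1 h reaction at ambient temperature.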
HP1b chromo inh – HTS for Inhibitors of HP1-beta Chromodomain Interactions with Methylated Histone Tails. Chromobox protein homolog 1 (Homo sapiens), P83916. AlphaScreen HP1-beta / biotin-H3K9me3 peptide binding. Potency, µM (series often up to 114 µM), for the others: top-dose activity change, negative = inhibition, hits mostly inhibitors. hit rate 0.56% among 390,000; also: potency is read from the fitted curve at half-maximal effect; nearly all actives have a fitted effect of over 70% in size; inactives centre near 23
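HP1-beta protein (50 nM final) preincubated 30 min at room temperature with biotinylated H3(1-18)K9me3 peptide (50 nM) in PBS pH 7.4, 0.01% Tween-20, then compound added for 30 min. AlphaScreen streptavidin donor/nickel chelate acceptor beads (10 ug/mL final), 30 min dark, luminescence read.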
* hit, by the source's call; i = inactive; ? = inconclusive; · = no result given; [ ] = dose if it differs, or a comment. Unless noted, calls follow the shape of the dose curve; as a rule, active = well fitted curve in the direction sought with a large enough effect; inconclusive = small, poorly fitted or top-dose-only effect, or another doubt; inactive = no such curve, though single readings can be large; an effect the other way counts as inactive or inconclusive.

No.	GLS inh	BAZ2B inh	Pin1 inhibitor	G9a block	PGK inhibitor	POLH inh	JMJD2A Tudor	PI4K2A inh	HP1b chromo inh	SMILES
1	-3%	-25%	-17%	?	4%	?	-7%	-4	35%	O=C(CSCc1ccc(Cl)cc1)Nc1cccc(C(=O)Nc2ccccc2C(=O)O)c1
2	4%	15%	2%	·	i	-15%	-15%	-10	24%	COc1ccccc1CCNC(=O)C(=O)NCC1OCCN1S(=O)(=O)c1cccs1 (stereo not given)
3	-13%	27%[57.1 µM]	-1%	-1%	i	2%	20%	2	58%[activator]	CCN(CC)C(=S)SCC(=O)c1ccccc1
4	5%	?	-2%	3.2µM*	i	-5%	-33%	-1	1%	CC(C(=O)Nc1sc2c(c1C#N)CCCCC2)N1C(=O)c2ccccc2C1=O (stereo not given)
5	-5%	7%	-6%	·	-8%	1%	-11%	0	46%[activator]	COCCNC(=O)CCc1nnc(Cc2ccc(-c3ccccc3)cc2)o1
6	1%	1%	0%	12%[12.7 µM]	-5%	-2%	-4%	-4	16%	O=C(c1noc2c1CCc1ccccc1-2)N1CCOCC1
7	-3%	7%	5%	-48%	i	-12%	-24%	-7	2%	CCOc1ccc(S(=O)(=O)N2CCN(C)CC2)cc1NC(=O)c1ccccc1F
8	-2%	5%	2%	3%[59 µM]	-7%	-13%	-11%	3	6%	CCc1ccc(CNC(=O)c2cc(-c3ccc(Cl)s3)nc3ccccc23)cc1
9	2%	-11%	6%	-5%	4%	-1%	-4%	2	10%	O=C(CCNC(=O)c1ccccc1Cl)Nc1ccc(S(=O)(=O)Nc2ncccn2)cc1
10	-4%	-1%	-5%	65%[activator][59 µM]	-11%	1%	0%	6	25%	COc1ccccc1N1CCN(C(=O)C2CCN(S(=O)(=O)N3CCOCC3)CC2)CC1
11	-1%	?	-2%	50µM*	-1%	-2%	-29%	1	7%	Cc1occc1-c1nnc(SCCCC(=O)c2ccc(F)cc2)n1C
12	0%	-3%	-1%	13%[12.7 µM]	6%	-12%	-11%	-4	27%	O=C(NC1CC1)C1=C[C@@H](C2CCCCC2)C[C@@H](OCCCCO)O1
13	?	40µM*	?	11µM*	-4%	?	28µM*	0	?	CC1=NN(c2ccccc2)C(=O)/C1=C/c1c(O)n(-c2ccc(F)cc2)[nH]c1=O
14	-12%	-34%	-4%	25%	-4%	-4%	-14%	-3	8%	CC(C)(CCO)NC(=S)NC1CC2C=CC1C2 (stereo not given)
15	4%	·	-3%	·	-4%	-22%	-12%	0	20%	NS(=O)(=O)c1ccc(NC(=O)COC(=O)c2ncc(Cl)c(Cl)c2Cl)cc1
16	7%	-5%	-2%	-5%	i	-12%	-8%	1	24%	C=CCNC(=O)CC(C)C(CCCCC)C(=O)O (stereo not given)
17	?	-26%	13%	-6%[59 µM]	12%	-14%	?	-3	-6%	Cc1ccc(C(=O)NCCN2C3=NC[C@H](Cc4ccc(O)cc4)N3C[C@H]2Cc2ccc(O)cc2)cc1Br
18	-5%	6%	20%	?	·	-17%	-22%	6	19%	COc1ccc(C2(O)CC3CCC(C2)N3c2cc(C)nc(-c3ccccc3)n2)cc1 (stereo not given)
19	1%	-1%	?	3%[59 µM]	-10%	-29%	9%	0	35%[activator]	O=c1c2ccccc2c(C=Nc2ccccc2O)c(O)n1-c1nccs1
20	6%	2%	2%	?	12%	-15%	-9%	6	21%	Nc1nnc(SCCCC(=O)c2ccc(F)cc2)s1

No.	GLS inh	BAZ2B inh	Pin1 inhibitor	G9a block	PGK inhibitor	POLH inh	JMJD2A Tudor	PI4K2A inh	HP1b chromo inh	SMILES
21	11%	-1%	6%	-2%[2.33 µM]	·	-7%	-7%	-1	29%	CCCCS(=O)(=O)Nc1ccc2c(c1)ncn2C1CCCCC1
22	0%	-10%	-3%	21%	-2%	-5%	-10%	-4	58%[activator]	CCOC(=O)N1CCN(C(=O)/C=C/c2ccc(OC)c(OC)c2)CC1
23	-2%	-30%	0%	12%	0%	-3%	2%	0	55%[activator]	COc1ccc(Cc2nnc(NC(=O)CS(=O)(=O)c3ccccc3)s2)cc1OC
24	18%	-20%	-1%	50µM*	i	-7%	-3%	-2	16%	COc1cc(NS(=O)(=O)c2ccc(NC(=S)NC(=O)c3ccco3)cc2)ncn1
25	4%	·	·	·	-10%	-10%	·	1	·	CCN1C(=O)[C@H]2[C@@H](c3ccc(OC)cc3)N[C@]3(CCCN(CC4CCCCC4)C3=O)[C@H]2C1=O
26	3%	1%	-4%	-38%	i	-7%	-9%	-1	21%	CCCCn1c(SCC(=O)N2CCCCC2C)nc2cc(S(N)(=O)=O)ccc21 (stereo not given)
27	1%	-14%	-5%	?	-8%	-12%	0%[57.1 µM]	9	27%	O=C(O)/C=C/C(=O)Nc1ccc(SC(F)(F)F)cc1
28	1%	·	-2%	·	-7%	-5%	-22%	-1	36%	CCCCn1c(N)c(N(CCOC)C(=O)c2ccc(N3C(=O)c4ccccc4C3=O)cc2)c(=O)[nH]c1=O
29	0%	-14%	-4%	?	-7%	-21%	-10%	-2	29%	Cn1c(N)c(-c2nc3cccnc3n2C)sc1=S
30	0%	?	3%	-5%	-2%	-12%	-11%	-15	0%	COc1ccccc1C(=O)COC(=O)c1ccc(N(C)C)cc1
31	3%	?	2%	6.3µM*	i	-10%	28µM*	-3	?	Clc1cccc(N2CCN(Cc3ccc(Br)o3)CC2)c1
32	?	-19%	5%	50µM*	-3%	6%	-25%	3	19%	CCCOc1ccc(N2C(=O)C3ON(c4ccccc4)C(c4ccc(O)c(OC)c4)C3C2=O)cc1 (stereo not given)
33	1%	0%	9%	?	-9%	-21%	4%	8	5%	Cc1ccc(-c2nnc(NC(=O)c3ccco3)s2)cc1
34	-14%	-2%	12%	1%[59 µM]	0%	-11%	-14%	9	-16%	CCn1nc(C)c2c(-c3ccccc3)cc(=O)n(C(C)C(=O)NCCC(C)C)c21 (stereo not given)
35	-3%	8%	1%	8%[0.501 µM]	1%	-29%	-15%	0	37%	Cc1ccc(C)c(Oc2ccc(S(=O)(=O)N3CCN(C)CC3)cn2)c1
36	-8%	-18%	0%	?	-9%	-8%	-30%	5	4%	NC(=O)CC(NC(=O)Cc1cccc2ccccc12)c1ccc(N2CCc3ccccc3C2)c([N+](=O)[O-])c1 (stereo not given)
37	8%	3%	7%	14%[2.33 µM]	2%	0%	-14%	1	7%	Cc1ccc(COC(=O)CCCN=C2NS(=O)(=O)c3ccccc32)cc1
38	1%	-1%	-2%	-43%	9%	-12%	-15%	7	13%	COc1ccc(CCNS(=O)(=O)c2cc3c4c(c2)CCN4C(=O)CC3)cc1
39	4%	-5%	-15%	-30%	2%	-12%	-7%	3	13%	CC(C)Oc1ccc(NC(=O)CCC(=O)O)cc1
40	1%	·	0%	·	-4%	0%	-22%	1	4%[57 µM]	COc1cccc(NC(=O)CN2C(=O)NC(Cc3c[nH]c4ccccc34)C2=O)c1 (stereo not given)
41	5%	-11%	2%	-37%	-6%	-8%	-17%	4	12%	CO/N=C/C(NC(=O)c1ccc(C(F)(F)F)cc1)C(=O)OC (stereo not given)

The list is partial; the hit share may differ from the screen's.
